Bioassay records: PubChem, several laboratories
T cell modulator = modulators of CD8 T cell-vesicle binding, primary screen, mouse 2C CD8+ T cells, flow cytometry; hit rate 0.068% among 330,000; 2C CD8+ T cell-vesicle binding; active compounds read low; calls only at 7 µM;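 active means response, share of CD8 T cells binding vesicles, and their 90th percentile fluorescence all below set limits, cut at about 80% in these data, passing the limit was not always enough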
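Test system: purified 2C TCR transgenic mouse naive CD8+ T cells. Probe or stimulus: QL9-peptide-loaded Drosophila micro-vesicles bearing Ld, ICAM-1 and B7-1. Incubation: binding step 1.5 h, 37 °C, antibody labelling 20 min, ice. Measured by: flow cytometry of vesicle-bound cells.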
Hep lipid drop = inhibitors of hepatocyte lipid droplet formation, primary screen, imaging, high-throughput imaging, BODIPY stain. inhibition, % at 6.5 µM. AML12 mouse hepatocytes, oleate lipid droplets. hit rate 0.4% among 240,000;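 active means lipid droplet intensity inhibited by at least 50%, with more than 500 cells counted; inconclusive means wells with under 300 cells, treated as cytotoxic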
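System: AML12 hepatocytes (mouse). Probe or stimulus: oleic acid at 100 µM to induce lipid droplet formation. Times: overnight treatment with compound plus oleate. Detection: Image-based BODIPY and DAPI two-channel analysis. Evaluation: percent inhibition of filter-corrected integrated lipid droplet intensity per well.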
Ins promoter up = insulin promoter activators in MIN6 cells, imaging, high-content screening, mouse beta cells. hit rate 0.3% among 190,000. z-score at 5 µM. MIN6 insulin promoter-GFP reporter; active compounds read high;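 active means z-score above 3 at 5 µM with at least 500 cells counted in the well; inconclusive means wells under 500 cells, flagged as cytotoxic or low count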
MT stabilize HCS = microtubule stabilizers in HeLa cells, primary screen, imaging, high-content imaging; hit rate 0.83% among 200,000; % tubulin-high responders, % at 10 µM; HeLa tubulin immunostaining HCS, 24 h; share of cells brighter than vehicle mean+2SD;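 active means plate Z-score above 3 for both tubulin-high and condensed-nucleus cell shares, with cell loss under 80%, at 10 µM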;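 further: anti alpha tubulin signal scored within the nucleus-defined area of each cell; some results filed as inactive read as strong as hits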
b-catenin transl = modulators of beta-catenin nuclear translocation, primary screen, imaging, HeLa cells, immunofluorescence, high-content | nuclear translocation activity, % at 5 µM | hit rate 0.3% among 190,000;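 active means nuclear translocation activity above 50% at 5 µM, with a well cell count of 50 or more; inconclusive means wells under 50 cells across six images, flagged as toxic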;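 further: per-cell ratio of nuclear to cytoplasmic median beta-catenin stain intensity; plate controls were DMSO negative control for no effect and GSK-3 inhibitor IX positive control for full effect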
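test system = HeLa cells, endogenous beta-catenin | dosing = single 5 µM dose plus 0.02–20 µM confirmation series | times = compound treatment 24 h, 37°C, 5% CO2 | technique = beta-catenin immunofluorescence imaging with DAPI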
Autophagy mod = autophagy modulators in MEF cells, primary screen, imaging, high-content, MEF GFP-LC3. MEF GFP-LC3 puncta imaging; test concentration mostly 10 µM. calls only at 10 µM (by protocol). hit rate 0.98% among 190,000. AID 463193, 2010;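 active means percentage of spot-positive cells more than 3 SD above its plate mean, without a fluorescence outlier flag or 80% toxicity; inconclusive means no clear call, values can overlap the other calls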;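 further: spot-positive cell cutoff set from DMSO-treated cells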
PhoP inhibition = inhibitors of PhoP regulon expression, primary screen, Salmonella Typhimurium, GFP reporter (AID 1863); S. Typhimurium PhoP-regulated promoter GFP reporter, 4 h; higher % means a stronger effect; one-dose inhibition, % at 50 µM; IC50 in µM for titrated hits; hit rate 0.16% among 300,000;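 active means inhibition over 29.93%, a cutoff 3 SD above the screen mean, later confirmed by dose response; inconclusive means inhibition over 29.93% but no dose response follow-up; inactive means inhibition at most 29.93% or unconfirmed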;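 further: 0% = low Mg2+ inducing control and 100% = high Mg2+ repressing control; strong numbers were not always called active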
Dynein transport = inhibitors of GR-EGFP nuclear translocation, primary screen, dynein cargo transport inhibitor project, imaging, high-content, 3617.4 mouse cells; hit rate 0.47% among 220,000; test concentration mostly 20 µM; stimulated with dexamethasone, 1 µM; active compounds read low; AID 1381, 2008; z-score, hits read low;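 active means plate z-score of nuclear minus cytoplasmic receptor signal below a set negative limit, without overly bright fluorescence or cell loss, cut at about -3.5 in these data, passing the limit was not always enough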;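 further: z-score of nuclear minus cytoplasmic ring GR-EGFP intensity difference per well; some compounds called inactive have numbers as strong as hits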
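medium = tetracycline-free induction medium containing charcoal-stripped FBS | probe or stimulus = dexamethasone, 1.0 µM final | timing = 48 h induction, then 1 h compound, then 30 min agonist, 37 °C | detection = automated 10x imaging of fixed Hoechst-stained cells | read-out basis = nuclear versus cytoplasmic GR-EGFP signal, averaged per well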
ER stress rescue = rescue of cells from ER stress-induced death, primary screen, 384-well, CSM14.1, thapsigargin, ATP luminescence (AID 1222). CSM14.1 thapsigargin-induced death rescue, ATP luminescence; higher % means a stronger effect. one-dose cellular ATP content (survival), % at 20 µM; EC50 in µM for titrated hits. 190,000 tested, under 10 active;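 active means EC50 below 50 µM in the dose-response confirmation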;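 further: death triggered by thapsigargin at about 15 µM added after 2 h compound pretreatment; cell ATP read after overnight thapsigargin exposure of roughly 18 to 22 hours; normalized against plate controls of thapsigargin alone and 5% DMSO vehicle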
Dynein transport cytoplasmic EGFP = also measured in Dynein transport; calls as there; z-score; measured here: cytoplasmic GR-EGFP intensity; active compounds read high
Dynein transport nuclear GR-EGFP = further read-out of Dynein transport, marked with its call; z-score; measured here: nuclear GR-EGFP intensity;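 lower value marks the stronger effect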
Dynein transport cell count = further read-out of Dynein transport, marked with its call; z-score; measured here: cell count per field
Ins promoter up cell count = also measured in Ins promoter up; calls as there; cell count; measured here: cytotoxicity, nuclei count;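 total cells summed across four imaged fields per well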
Hep lipid drop cells 6.5 µM = second read-out of Hep lipid drop, no call of its own (marks repeat the call); cell count; measured here: cell count, cytotoxicity flag;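 cells counted across two imaged fields per well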
b-catenin transl cell count 5 µM = recorded beside b-catenin transl, whose call it bears; cell count; measured here: cell count, cytotoxicity flag
T cell modulator vesicle-bound % = also measured in T cell modulator; calls as there; double positive events, %; measured here: CD8+ vesicle-bound cell fraction;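 binding gate set so that unloaded-vesicle control wells show 10% double positive cells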
MT stabilize HCS Hoechst-high % = second read-out of MT stabilize HCS, no call of its own (marks repeat the call); % Hoechst-high responders; measured here: nuclear condensation Hoechst responders;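 share of cells brighter than vehicle mean plus two SD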
MT stabilize HCS cytotoxicity % = also measured in MT stabilize HCS; calls as there; toxicity, %; measured here: cytotoxicity by cell density;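 0% = mean cell density of plate MIN control wells and 100% = no cells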
Autophagy mod cell loss 18 h = recorded beside Autophagy mod, whose call it bears; toxicity, %; measured here: cell loss, nuclei count;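 cell loss after 18 h compound exposure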
Active calls of the source: *; i = inactive; ? = inconclusive; / = no result given.

SMILES	T cell modulator	T cell modulator vesicle-bound %	Hep lipid drop	Hep lipid drop cells 6.5 µM	Ins promoter up	Ins promoter up cell count	MT stabilize HCS	MT stabilize HCS Hoechst-high %	MT stabilize HCS cytotoxicity %	b-catenin transl	b-catenin transl cell count 5 µM	Autophagy mod	Autophagy mod cell loss 18 h	PhoP inhibition	Dynein transport	Dynein transport cytoplasmic EGFP	Dynein transport nuclear GR-EGFP	Dynein transport cell count	ER stress rescue
COc1ccc(Nc2ccc(N3C(=O)CC(C)C3=O)cc2[N+](=O)[O-])cc1OC (stereo unspecified)	i	39	11	692	-0.25	1195	2.6	1.1	3.5	0.7	1105	i	24	1%	-1.1	-0.23	-0.45	0.62	-3.6%
O=c1c2c([nH]n1-c1ccccc1)CCCC2	i	60	2	698	0.53	1376	2.3	1.8	3.5	0.5	1528	i	30	2%	-0.28	-0.31	0.025	0.56	0.0%
O=C(Nc1ccccc1)c1ccc2nc(-c3ccco3)c(-c3ccco3)nc2c1	i	27	-4	770	1.6	1359	2.7	3.2	16	/	/	i	3	-21%	-0.5	-0.13	0.41	-0.29	-1.2%
CCOC(=O)C1C(=O)Nc2nc(C)nn2C1c1ccccc1 (stereo unspecified)	i	52	0	630	0.21	1865	3.6	1.9	1.1	-2.0	1133	i	8	3%	1.1	-0.18	0.74	-0.86	-4.2%
O=C(Nc1ccc2c(c1)OCCO2)c1cccnc1Oc1ccc(Cl)cc1	i	21	8	687	-0.07	1034	/	/	/	-0.4	1305	/	/	-14%	-0.075	-0.25	0.27	0.039	/
CCOc1cc(CNCCN2CCOCC2)ccc1OCc1ccccc1Cl	i	41	-10	715	0.1	1637	2.7	1.7	4.9	-2.5	988	i	13	-9%	-0.2	-0.28	0.09	0.68	-3.3%
Cc1ccc(N2CCN(CC(O)COc3ccc([N+](=O)[O-])cc3)CC2)cc1 (stereo unspecified)	i	32	2	676	-1.3	1287	1.6	0.9	0.9	4.6	1078	i	10	6%	0.047	-0.24	0.19	-0.6	-0.5%
O=C(Nc1ccon1)c1cccc(S(=O)(=O)N2CCCC2)c1	i	12	6	769	-0.27	1287	2.6	1.1	51	0.1	1100	i	3	-7%	-0.61	-0.27	-0.015	-0.17	-1.0%
CCn1c(/C=N/Nc2ccc(C(=O)O)cc2)nc2ccccc21	i	48	-3	583	-0.36	1563	2.2	1.3	0.5	-2.5	1122	i	15	2%	0.41	-0.24	0.33	0.47	-2.8%
NC(CO)c1cn([C@@H](CCC(=O)O)C(=O)N2CCNCC2)nn1 (stereo partly specified)	i	31	-8	698	0.5	1362	5.3	2.4	8.2	-2.1	1181	i	-15	-11%	-1.3	-0.28	-0.57	0.74	1.7%
COc1cc(C(c2sc3nc(C)nn3c2O)N2CCC3(CC2)OCCO3)cc(OC)c1OC (stereo unspecified)	i	59	16	783	0.53	903	2.9	1.6	14	/	/	i	5	16%	-0.28	-0.23	0.092	0.31	-0.5%
CCc1nc(NCC2CCCN2CC)c2nnn(Cc3ccccc3F)c2n1 (stereo unspecified)	i	33	/	/	-0.38	913	3.1	1.9	8.1	3.7	1422	i	10	-2%	-0.92	-0.044	-0.13	0.69	-1.9%
Nc1ccc(C(=O)c2ccccc2C(=O)O)cc1Cl	i	29	2	794	-0.73	1039	2.9	1.2	12	-0.6	1218	i	2	2%	0.27	-0.23	0.33	1.4	-0.9%
NC(=O)CSc1nnc2ccc(-c3ccc(Cl)cc3)nn12	i	24	-3	705	0.19	1549	1.9	2.4	9.3	-2.2	1147	i	6	-5%	-0.25	-0.27	0.27	0.62	1.4%
COCCN(CC(=O)Nc1ccccc1C)S(=O)(=O)c1ccc(S(=O)(=O)N2CCCC2)cc1	i	56	5	539	-0.6	1890	2.9	2.1	7.5	-0.2	1013	i	2	0%	-0.33	-0.16	-0.21	0.88	-0.8%
O=C(CCCN1C(=O)/C(=C\c2ccccc2)SC1=S)Nc1ccccc1O	i	15	4	697	-1.1	1108	/	/	/	0.0	1254	/	/	-14%	-0.48	-0.23	-0.29	0.66	/
Cc1ccc(C(=O)NCC2CCCO2)cc1N1CCCC1=O (stereo unspecified)	i	24	/	/	1.2	1278	6.6	1.5	6.8	-2.2	1441	i	-1	-11%	-1.2	-0.36	-0.55	0.5	-2.2%
Cc1cccc(OS(=O)(=O)NC(=O)OCC2CCCN3CCCCC23)c1 (stereo unspecified)	i	59	2	768	/	/	4.5	2.4	1.9	-5.2	572	i	26	0%	0.92	-0.19	0.68	-0.12	0.7%
Cc1ccc(S(=O)(=O)N/N=c2\sc3ccccc3n2C)cc1	i	24	3	740	-0.34	1333	3.6	2.9	6.9	-1.0	1080	i	-14	1%	1.1	-0.23	0.23	-0.21	-0.5%
CCn1cc(C(=O)O)c(=O)c2cc(F)c(N3CCN(C(=S)NC(=O)c4ccc(Br)cc4)CC3)cc21	i	56	16	699	-0.53	1161	3.8	1.1	1.3	0.2	1205	i	5	?	0.033	-0.33	-0.32	-0.33	2.8%
Cc1nn(-c2ccccc2)c(Cl)c1/C=C1\SC(=S)N(CCCCCC(=O)O)C1=O	i	48	6	664	0.47	1053	/	/	/	0.0	1292	/	/	-12%	-0.46	-0.27	-0.11	0.1	/
CC(C)CC1C2C(=O)N(c3ccccc3)C(=O)C2ON1c1ccccc1 (stereo unspecified)	i	41	12	712	-0.47	1041	/	/	/	0.9	1269	/	/	-6%	-0.54	-0.23	-0.27	0.021	/
CC(=O)N1CCN(c2ccc(NC(=O)C(C)Oc3ccc(Cl)cc3Cl)cc2)CC1 (stereo unspecified)	i	32	1	753	0.52	718	2.1	1.5	10.0	/	/	i	3	-2%	0.21	-0.04	0.47	0.82	0.9%
O=C(O)CSCC(=O)NCc1ccc(Cl)cc1	i	47	-16	670	-0.19	1144	5.0	1.7	11	-3.1	1173	i	9	-5%	-0.46	-0.23	-0.33	0.14	0.4%
O=C(/C=C/c1ccco1)NC(=S)Nc1ccccc1N1CCCC1	i	54	0	797	3.1*	1432*	3.0	3.6	8.8	-0.2	1451	i	0	16%	0.45	-0.19	-0.029	-0.41	1.9%
CCOc1ccc(C(=O)NCC(=O)OCc2csc(-c3ccccc3)n2)cc1	i	57	-4	634	2.5	1573	2.9	3.3	7.3	-0.7	1043	i	19	-11%	-0.38	-0.26	-0.2	0.51	-5.7%
Cc1ccc(CCN2CC(C(=O)NCCCN3CCN(C)CC3)CC2=O)cc1 (stereo unspecified)	i	4	/	/	-0.03	959	7.1	1.9	3.1	0.7	1131	i	6	5%	0.87	-0.17	0.68	-0.56	-0.7%
CC1(OC(=O)C2CCCC2)C(=O)C=C2C=C3CCCCN3C=C2C1=O (stereo unspecified)	i	19	-9	720	-0.29	1112	/	/	/	-0.5	1190	/	/	-5%	-0.9	-0.76	-0.36	0.27	/
Cc1ccc(C(=O)NNC(=O)CCCN2C(=O)/C(=C/c3ccccc3Cl)SC2=S)cc1	i	12	-6	695	-0.29	1465	7.0	2.3	2.2	-0.8	1131	i	7	9%	-0.058	-0.28	0.4	0.2	-2.8%

Random excerpt: two entries already listed
SMILES	T cell modulator	T cell modulator vesicle-bound %	Hep lipid drop	Hep lipid drop cells 6.5 µM	Ins promoter up	Ins promoter up cell count	MT stabilize HCS	MT stabilize HCS Hoechst-high %	MT stabilize HCS cytotoxicity %	b-catenin transl	b-catenin transl cell count 5 µM	Autophagy mod	Autophagy mod cell loss 18 h	PhoP inhibition	Dynein transport	Dynein transport cytoplasmic EGFP	Dynein transport nuclear GR-EGFP	Dynein transport cell count	ER stress rescue
Cc1ccc(S(=O)(=O)N/N=c2\sc3ccccc3n2C)cc1	i	24	3	740	-0.34	1333	3.6	2.9	6.9	-1.0	1080	i	-14	1%	1.1	-0.23	0.23	-0.21	-0.5%
CCOc1ccc(C(=O)NCC(=O)OCc2csc(-c3ccccc3)n2)cc1	i	57	-4	634	2.5	1573	2.9	3.3	7.3	-0.7	1043	i	19	-11%	-0.38	-0.26	-0.2	0.51	-5.7%

Looked up above:
Under Ins promoter up cell count, `O=c1c2c([nH]n1-c1ccccc1)CCCC2` is listed with 1376
Under Ins promoter up, `COc1cc(C(c2sc3nc(C)nn3c2O)N2CCC3(CC2)OCCO3)cc(OC)c1OC` (stereo unspecified) is listed with 0.53
